# Assay outcomes (PubChem)
# CSN deneddyl inh: CSN deneddylation inhibition; Purified CSN, SCF-Nedd8-OG deneddylation, fluorescence polarization; inhibition, % at 12.5 µM; actives 0.38% (n = 360,000);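 active = pattern-corrected inhibition above about 35%, with an unprinted fluorescence ratio check between 0.5 and 1.5, limit read from the data, passing the limit was not always enough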;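 also: 0% = enzyme with substrate and 100% = substrate without enzyme; some results filed as inactive read as strong as hits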
#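 Schedule: reaction 90 min, room temperature / Assay system: HEK293T-derived human Csn5 enzyme / Input: Csn5 at 0.24 nM final / Measure: inhibition of Csn5 cleavage, % / Control set: substrate-only high control, full reaction low control / Technique: fluorescence polarization of the substrate / Buffer or medium: Tris/NaCl/DTT buffer, pH 7.5 / Reagent: SCFSkp2-Nedd8OG substrate at 10 nM final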
# STEP inh: blocks human striatal-enriched tyrosine phosphatase; actives 0.25% (n = 360,000); AID 588621; recombinant STEP, OMFP fluorogenic substrate, fluorescence; P54829; inhibition, % at 20 µM;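 active = inhibition at 20 µM, scaled per plate between control wells, above about 37%, limit read from the data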;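 also: 0% = DMSO with enzyme and substrate and 100% = substrate only without enzyme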
# Target sequence (P54829 whole entry, looked up): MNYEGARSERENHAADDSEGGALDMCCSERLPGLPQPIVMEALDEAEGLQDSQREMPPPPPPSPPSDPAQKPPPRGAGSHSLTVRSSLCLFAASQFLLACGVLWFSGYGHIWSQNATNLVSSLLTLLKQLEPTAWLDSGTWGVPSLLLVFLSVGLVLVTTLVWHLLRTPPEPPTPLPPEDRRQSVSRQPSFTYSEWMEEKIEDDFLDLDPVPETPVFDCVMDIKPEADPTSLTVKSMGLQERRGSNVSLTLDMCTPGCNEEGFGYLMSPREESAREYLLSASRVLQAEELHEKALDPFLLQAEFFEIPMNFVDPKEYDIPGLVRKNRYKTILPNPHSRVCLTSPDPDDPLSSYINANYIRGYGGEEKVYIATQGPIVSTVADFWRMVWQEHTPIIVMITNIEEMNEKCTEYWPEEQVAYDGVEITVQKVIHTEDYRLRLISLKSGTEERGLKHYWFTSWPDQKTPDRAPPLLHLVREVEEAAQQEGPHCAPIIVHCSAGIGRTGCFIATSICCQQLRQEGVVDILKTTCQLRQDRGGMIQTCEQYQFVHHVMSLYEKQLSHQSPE
#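 medium = Bis-Tris buffer pH 6.0, 2.5 mM DTT, 0.005% Tween 20 | test system = STEP (striatal-enriched tyrosine phosphatase) enzyme, cell-free | measure = normalized % inhibition | compound dosing = 20 µM, 1% DMSO | also added = 25 µM OMFP | schedule = reaction 20 min, ambient temperature | measured by = fluorescence read at 480 nm ex / 540 nm em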
# Rpn11 inh: blocks the human proteasome subunit Rpn11. O00487. human 26S proteasome, Ub4-pepOG fluorescence polarization; 20S core pre-blocked with epoxomicin. calls only at 20 µM. actives 0.59% (n = 360,000). AID 588493;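 active = inhibition at 20 µM, scaled to each plate's controls, above about 33%, limit read from the data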
# Target sequence (O00487 whole entry, looked up): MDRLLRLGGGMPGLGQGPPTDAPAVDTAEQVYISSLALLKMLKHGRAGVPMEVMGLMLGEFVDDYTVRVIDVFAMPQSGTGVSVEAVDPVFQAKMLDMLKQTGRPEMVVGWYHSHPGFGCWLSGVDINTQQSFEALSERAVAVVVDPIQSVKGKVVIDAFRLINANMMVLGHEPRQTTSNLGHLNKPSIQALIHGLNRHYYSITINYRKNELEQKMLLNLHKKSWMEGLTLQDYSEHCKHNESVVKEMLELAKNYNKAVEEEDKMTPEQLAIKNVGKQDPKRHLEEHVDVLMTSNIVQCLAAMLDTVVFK
# LMPTP inh: blocks human LMPTP phosphatase; P24666; recombinant LMPTP-A, OMFP fluorogenic substrate, fluorescence intensity; inhibition, % at 20 µM; actives 0.22% (n = 360,000); AID 651560;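 active = compounds that cut the enzyme signal by at least half of the control window in the single-dose screen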;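 also: plate controls were DMSO wells with enzyme plus substrate for no effect and substrate without enzyme for full effect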
#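 Test system: LMPTP-A, protein tyrosine phosphatase of low molecular weight; Input: 0.625 nM enzyme; Incubation: 50 min dark incubation at room temperature; Signal: endpoint fluorescence intensity from OMFP dephosphorylation; Read-out basis: % inhibition versus control wells.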
# Neddyl block: blocks human cullin neddylation; P61081+Q13564; TR-FRET cullin neddylation, biochemical; calls only at 25 µM; actives 0.58% (n = 360,000); in the data active = inhibition above about 36%
# Rin1 Abl inh: inhibitors of human Rin1-Abl protein interaction | P00519+Q13671 | TR-FRET Rin1/Abl binding, biochemical | inhibition, % at 7.35 µM | actives 0.4% (n = 360,000); in the data active = inhibition above about 5%, passing the limit was not always enough
# DNMT1 inh: inhibitors of human DNMT1; P26358; DNMT1 molecular beacon, Hinp1I cleavage, fluorescence; inhibition (reported as % activation of signal), % at 10 µM; actives 0.83% (n = 360,000); AID 588458; in the data active = inhibition above about 50%
# Scp-1 inhibitor: blocks human Scp-1 phosphatase activity | Recombinant Scp1, phosphopeptide, malachite green phosphate absorbance | inhibition, % at 20 µM | actives 0.88% (n = 340,000);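 active = inhibition above about 50% at 20 µM, limit read from the data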;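 also: plate controls were DMSO wells with enzyme for no effect and wells lacking enzyme for full effect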
#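 Test system: SCP-1 phosphatase catalytic domain, residues 76-261 | Compound dosing: One concentration, 20 µM, with 1.0% DMSO | Schedule: 45 min room-temperature reaction, 5 min colour, 30 min stabiliser | Detection: Absorbance at 630 nm | Read-out basis: % inhibition of SCP-1 phosphate liberation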
# NadD inh: inhibitors of Staphylococcus aureus NadD; AID 602399; actives 0.78% (n = 360,000); inhibition, % at 20 µM; purified NadD enzyme, colorimetric absorbance read-out; in the data active = inhibition above about 26%; also: some compounds past the cut are filed as inactive
# SUMO1-SIM PPI: modulators of human SUMO1-mediated protein-protein interactions. P63165. inhibition, % at 20 µM. AID 602429. actives 0.33% (n = 360,000). SUMO1 binding to a labelled peptide, TR-FRET, 1 h; in the data active = inhibition above about 37%
# Target sequence (P63165 whole entry, looked up): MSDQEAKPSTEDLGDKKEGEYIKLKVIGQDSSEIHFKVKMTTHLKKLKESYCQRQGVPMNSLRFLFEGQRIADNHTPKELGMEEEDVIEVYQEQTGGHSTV
# * hit, by the source's call; i = inactive; nt = no result given; + = active, no number.
SMILES,CSN deneddyl inh,STEP inh,Rpn11 inh,LMPTP inh,Neddyl block,Rin1 Abl inh,DNMT1 inh,Scp-1 inhibitor,NadD inh,SUMO1-SIM PPI
CCC(Sc1nc2ccccc2[nH]1)C(=O)Nc1cc(C)on1 (configuration not stated),-1,3,i,-1.6,i,-2,2,4,-5,-2
O=C(O)c1ccc2cc[nH]c2c1,-1,-5,i,-1.0,i,1,1,1,-4,4
C[C@H](CO)N1C[C@H](C)[C@H](CN(C)S(=O)(=O)c2cccs2)Oc2ncc(-c3cc4ccccc4o3)cc2C1=O,5,-2,i,1.7,nt,0,-5,nt,5,-18
COc1ccccc1-c1nn2c(C(F)(F)F)nnc2s1,3,2,i,0.5,i,4,14,-5,7,2
CCc1ccc(S(=O)(=O)Nc2cc3c(cc2C)n(C)c(=O)n3C)cc1,0,1,i,-0.6,i,5,3,-4,-5,6
COc1cccc(NC(=O)N2CCN(C(=O)C(Cc3ccc(OC)c(OC)c3)NC(C)=O)CC2)c1 (configuration not stated),3,-1,i,0.5,i,-1,0,-8,3,2
O=C(Nc1cccc2c1CCCC2)c1cc(C2CCCCN2C(=O)OCCF)on1 (configuration not stated),-2,1,i,-0.1,i,4,2,nt,-4,3
CCOC(=O)c1c(C)[nH]c(C)c1C(=O)CSc1nc2ccccc2n1CC,-4,2,i,0.5,i,-2,-4,-5,-5,-2
CN(CC(=O)Nc1ccc(Cl)c(C(F)(F)F)c1)C(=O)/C=C/c1cccs1,-1,-1,i,1.1,i,2,-3,-5,-11,-5
COc1ccc(CCNC(=O)CSc2nc(C)nc3c2c(=O)n(C)c(=O)n3C)cc1OC,0,-4,i,0.5,i,21*,4,-1,1,3
CCS(=O)(=O)C1=NSC2=NC(=O)/C(=C\c3ccc(OC(=O)c4ccco4)cc3)C(=N)N21,3,1,i,-0.8,i,2,-1,-2,1,-14
COc1cc(C(=O)Nc2ccc(S(=O)(=O)Nc3onc(C)c3C)cc2)cc(OC)c1OC,4,1,i,-2.1,i,-4,0,6,-9,2
O=C(CSc1nnc(-c2c[nH]c3ccccc23)o1)N1c2ccccc2CCc2ccccc21,1,1,i,3.3,i,5,-14,-14,23,0
O=C(NC(=O)C(F)(F)F)Nc1ccc(S(=O)(=O)Nc2nccs2)cc1,8,-3,i,-0.9,i,1,0,9,1,4
COc1ccc(-n2nc3c(N4CCC(C(=O)NCc5ccccc5C)CC4)nnc(C)c3c2C)cc1,117*,-2,+,26,i,-4,21,30,5,16
Cc1cc(C)nc(NC(=O)CSc2nc3cc(Cl)ccc3s2)n1,-7,6,i,1.0,i,-2,20,44,1,2
CCOc1ccc(-c2[nH]nc3c2C(c2ccc4c(c2)OCO4)C(C#N)=C(N)O3)cc1OC (configuration not stated),3,0,i,0.2,i,-2,-5,-6,0,-3
O=c1ccn([C@@H]2O[C@H](COS(=O)(=O)O)[C@@H](O)[C@H]2O)c(=O)[nH]1,0,0,i,1.6,i,3,3,15,4,0
Cc1cc(NC(=O)CSc2nnnn2Cc2ccccc2)no1,3,-2,i,-2.3,i,-2,5,-2,-2,-2
COc1ccc(NS(=O)(=O)c2cccc(C(=O)NCc3ccccc3CN3CCCC3)c2)cc1,1,0,i,-3.4,i,1,5,4,-5,-3
CC(OC(=O)c1ccc2c(c1)OCO2)C(=O)NC1CCCCC1 (configuration not stated),-4,-4,i,-1.9,i,1,-3,nt,6,0
Nc1nc(SCc2ccccc2[N+](=O)[O-])c2ncn(Cc3ccccc3)c2n1,-1,1,i,3.1,i,-4,-14,-1,2,-19
C/C(=N\Nc1ccccn1)c1ccc(S(=O)(=O)NCc2ccco2)cc1,4,3,i,0.0,i,-1,-5,-2,-5,-1
CCCSc1nc(N2CCCC2)c2c(c1C#N)CC(C)(C)OC2,4,3,i,3.2,i,-2,-4,-5,-1,-1
CC(C)C[C@@H]1CN=C(N)N1C[C@@H]1CCCN1C[C@@H](C(C)C)N1C[C@@H](Cc2ccccc2)N(CCc2ccc(Cl)c(Cl)c2)C1=N,6,2,i,2.4,i,-3,0,16,3,-40
CCN(CC)C(=O)N1CCN(S(=O)(=O)c2ccccc2)CC1,-3,-1,i,2.2,i,-1,-1,2,1,-3
CCC(C)(C)NC(=O)C(c1ccccn1)N(C(=O)c1csnn1)c1ccccc1 (configuration not stated),-1,-2,i,-0.6,i,1,6,2,-3,0
Cc1ccc(-n2nc3c(N4CCC(C(=O)NCc5cccc(F)c5)CC4)nnc(C)c3c2C)cc1,6,-2,i,17,+,-1,-7,5,7,-2
COCCn1cnc2c1c(=O)n(Cc1ccc(Br)cc1)c(=O)n2Cc1ccccc1,-1,0,i,1.9,i,2,2,-5,-11,5
O=C(NNC(=O)c1cc2cc(OC(F)(F)F)ccc2[nH]1)c1ccc(Cl)cc1,-1,2,i,-1.2,i,0,1,-7,2,3
CN(C(=O)c1ccc(NC(=O)Cc2cccc([N+](=O)[O-])c2)cc1)C1CCCC1,-2,-2,i,0.0,i,3,2,-6,-4,-23
CN(C)c1ccc(NC(=O)Cn2cc3c(n2)CCCC3)cc1,-5,-2,i,5.7,i,-1,-5,-8,7,-10
Cc1csc(NC(=O)CSc2nc3[nH]ncc3c(=O)[nH]2)n1,6,-3,i,-1.3,i,1,6,-19,-4,4
NC(CSC1(c2cccc3ccccc23)c2ccccc2-c2ccccc21)C(=O)O (configuration not stated),4,1,i,2.2,i,4,35,0,42*,17
CC(C)Nc1nc(Nc2ccc(Cl)cc2F)c2sccc2n1,3,0,i,33,i,-1,0,nt,3,1
Cc1ccccc1CNC(=O)Cn1ccc2cc(S(=O)(=O)N3CCCCCC3)ccc21,4,4,i,2.7,i,5,-5,-7,-11,-2
S=C(Cc1ccc(-c2ccccc2)cc1)N1CCOCC1,0,-2,i,0.6,i,0,-1,-22,-9,-3
Cc1ccccc1N(C(=O)Cc1ccsc1)C(C(=O)NC1CCCCC1)c1ccc(F)cc1 (configuration not stated),5,-3,i,-0.4,i,2,59*,-3,31*,1
O=C(CCCN1C(=O)S/C(=C/C=C/c2ccccc2)C1=O)Nc1ccc(C(=O)O)cc1,9,-1,i,15,i,1,24,-1,18,-12
COC(=O)CC1(C(=O)OC)Nc2cc(Cl)c(Cl)cc2S(=O)(=O)N1O (configuration not stated),3,-1,i,-1.5,i,1,-4,nt,-2,-3
Fc1ccc(OCc2nc(-c3ccc(Br)o3)no2)c(F)c1,0,0,i,1.5,i,2,0,-9,-8,-5
COCCNC(=O)C1(C)CCN(Cc2ccc3ccccc3c2Br)C1 (configuration not stated),0,0,i,0.1,i,-11,4,nt,1,-17
O=CNNC(=O)c1cccc([N+](=O)[O-])c1,-1,-2,i,0.0,i,1,0,-5,-2,-5
CC(=O)Nc1ccc(-c2nnn(CC(=O)c3ccccc3)n2)cc1Cl,-2,6,i,-0.3,i,-2,-1,1,-7,-1
Oc1cc(CNC2CCCCC2)c(O)cc1CNC1CCCCC1,-6,5,i,3.5,i,3,-11,-5,31*,-10

# 2 entries picked at random from the list so far, as already listed:
SMILES,CSN deneddyl inh,STEP inh,Rpn11 inh,LMPTP inh,Neddyl block,Rin1 Abl inh,DNMT1 inh,Scp-1 inhibitor,NadD inh,SUMO1-SIM PPI
O=CNNC(=O)c1cccc([N+](=O)[O-])c1,-1,-2,i,0.0,i,1,0,-5,-2,-5
S=C(Cc1ccc(-c2ccccc2)cc1)N1CCOCC1,0,-2,i,0.6,i,0,-1,-22,-9,-3

# New compounds follow
SMILES,CSN deneddyl inh,STEP inh,Rpn11 inh,LMPTP inh,Neddyl block,Rin1 Abl inh,DNMT1 inh,Scp-1 inhibitor,NadD inh,SUMO1-SIM PPI
COc1cccc(-n2c(SCC(=O)N3CCOCC3)nnc2-c2c[nH]c3ccccc23)c1,-5,-3,i,0.2,i,3,4,2,-1,2
NC(=O)[C@@H]1CCCN1C(=O)c1cc(COc2ccc3c(c2)CCCC3)on1,3,-1,i,-1.4,i,6.1*,2,-10,0,9
O=C(CN(Cc1ccccc1)C1=NCCS1)c1ccccc1,3,-3,i,-1.6,i,2,2,-8,-9,0
CCS(=O)(=O)c1ncc(Cl)c(C(=O)Nc2ccccc2OC)n1,1,0,i,-1.2,i,-2,2,0,-1,-13
O=[N+]([O-])c1cccc(/C=C/c2nc(C=Nc3ccc4ccccc4c3)c(O)o2)c1,5,-1,i,8.9,i,5,53*,1,-2,0
N#CCCN(Cc1ccccc1)C(C(=O)NC1CCCCC1)c1ccnc2ccccc12 (configuration not stated),2,-2,i,-0.8,i,-1,1,nt,1,6
CCn1c(SCC(=O)N2CCCCC2C)nnc1-c1ccco1 (configuration not stated),-2,-1,i,-0.2,i,-2,-1,-8,5,8
Cc1ccc(NC2Sc3ccccc3NC2=O)cc1 (configuration not stated),-3,-2,i,0.9,i,3,-5,-5,1,1
NS(=O)(=O)c1ccc(CCNC(=O)CN2CCN(S(=O)(=O)c3ccccc3F)CC2)cc1,0,2,i,-2.3,i,3,3,-1,3,0
COc1ccc(OC)c(C(C[N+](=O)[O-])c2c(C)cc3ccccn23)c1 (configuration not stated),2,2,i,4.0,i,0,-5,-2,1,-6
COc1ccc(C)cc1S(=O)(=O)N1CCC2(CC1)OCCN2S(=O)(=O)c1ccccc1,-3,1,i,0.1,i,0,0,-2,-8,1
O=C(COc1ccccc1Cl)Nc1ccccc1C(=O)NC1CC1,-4,-2,i,-1.1,i,0,-2,-5,1,3
Cc1ccc(S(=O)(=O)C(C#N)=C2N(C)c3ccccc3N2C)cc1,-6,4,i,-0.8,i,-5,1,-14,3,0
Nc1ccc(C(=O)C(=O)c2ccc(N)cc2)cc1,-4,0,i,-1.9,i,0,0,5,-3,-18
CN1[C@@H](Cc2ccccc2)COc2cc(N3CCSCC3)ccc2S1(=O)=O,0,nt,nt,-0.6,i,nt,nt,nt,3,-1
C/C(CCc1ccc2c(c1)OCO2)=N\NC(=O)c1ccccc1Br,4,1,i,-2.9,i,0,-1,-6,-1,0
C[C@H](CO)N1C[C@H](C)[C@@H](CN(C)S(=O)(=O)c2ccc(F)cc2)Oc2ccc(NC(=O)CCN3CCOCC3)cc2C1=O,-3,-1,i,0.6,i,1,-3,13,5,1
O=C(NC(=S)NC(CO)Cc1ccccc1)c1ccc(F)cc1 (configuration not stated),2,-1,i,0.0,i,-2,-2,-5,-9,-6

# Nothing new here: an excerpt of the list.
SMILES,CSN deneddyl inh,STEP inh,Rpn11 inh,LMPTP inh,Neddyl block,Rin1 Abl inh,DNMT1 inh,Scp-1 inhibitor,NadD inh,SUMO1-SIM PPI
C/C(CCc1ccc2c(c1)OCO2)=N\NC(=O)c1ccccc1Br,4,1,i,-2.9,i,0,-1,-6,-1,0
C[C@H](CO)N1C[C@H](C)[C@@H](CN(C)S(=O)(=O)c2ccc(F)cc2)Oc2ccc(NC(=O)CCN3CCOCC3)cc2C1=O,-3,-1,i,0.6,i,1,-3,13,5,1
O=C(NC(=S)NC(CO)Cc1ccccc1)c1ccc(F)cc1 (configuration not stated),2,-1,i,0.0,i,-2,-2,-5,-9,-6

# The order is random; any-hit rate near 3.8%.
